# High-throughput results deposited in PubChem by Emory University Molecular Libraries Screening Center.
# 14-3-3g Raf: modulators of human 14-3-3 gamma - Raf peptide interaction | inhibition, % at 40 µM | 0.19% of 160,000 active | P61981 | FP, 14-3-3gamma / TMR-pS259-Raf peptide binding; in the data active means inhibition above about 30%;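 further: 0% = protein plus tracer without compound and 100% = blank with tracer alone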
# Target sequence (P61981 whole entry, looked up): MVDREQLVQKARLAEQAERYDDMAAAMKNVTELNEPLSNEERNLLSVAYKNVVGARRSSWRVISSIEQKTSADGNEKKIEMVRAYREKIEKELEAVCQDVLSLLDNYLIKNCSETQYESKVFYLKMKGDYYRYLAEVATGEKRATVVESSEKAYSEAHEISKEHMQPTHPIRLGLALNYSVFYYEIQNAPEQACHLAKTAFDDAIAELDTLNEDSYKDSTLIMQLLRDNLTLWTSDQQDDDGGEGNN
# * = called active by the depositor; & = joins results of further samples. Only part of the results is shown (hit frequency here may not be typical).
# A first look, 3 compounds:
compound	14-3-3g Raf
COc1ccc(C2C3=C(CCCC3=O)Nc3nc(SCc4ccccc4)[nH]c(=O)c32)cc1 (configuration not stated)	-3.1
COc1cccc(C2=CC(c3ccccc3Cl)n3ncnc3N2)c1 (configuration not stated)	-6.0
COc1cccc(C2=CC(c3cccc(OC)c3OC)n3c(nc4ccccc43)N2)c1 (configuration not stated)	-3.7

# The whole of this part, previewed entries included:
compound	14-3-3g Raf
COc1ccc(C2C3=C(CCCC3=O)Nc3nc(SCc4ccccc4)[nH]c(=O)c32)cc1 (configuration not stated)	-3.1
COc1cccc(C2=CC(c3ccccc3Cl)n3ncnc3N2)c1 (configuration not stated)	-6.0
COc1cccc(C2=CC(c3cccc(OC)c3OC)n3c(nc4ccccc43)N2)c1 (configuration not stated)	-3.7
CC1=CC(C)(C)N2C(=O)C(=O)c3cc(OC(=O)Cc4ccccc4)cc1c32	7.9
CC1CCc2cc(F)cc3c(O)c(C(=O)NCc4ccncc4)c(=O)n1c23 (configuration not stated)	1.9
CC(=O)Nc1ccc(Oc2cc(NC(=O)c3c(-c4ccccc4)nn(-c4ccccc4)c3C)cc([N+](=O)[O-])c2)cc1	-2.0
c1ccc(CCc2ccccc2-c2nc(-c3cccnc3)no2)cc1	-6.3
CCOc1ccc(OCC)c(NC(=O)C2CCN(S(=O)(=O)c3cnc[nH]3)CC2)c1	-2.4
CCC(=O)N1CCc2cc(Br)cc(S(=O)(=O)N3CCCC(C(=O)NC(C)(C)C)C3)c21 (configuration not stated)	-10.2
COc1ccc(OC(=O)c2ccc(C(=O)Oc3ccc(OC)cc3)nc2)cc1	-6.5
Cc1cccc2sc(NC(=O)c3ccc(NS(=O)(=O)c4cccs4)cc3)nc12	-10.2
COc1cccc(C2N(c3ccccc3)CCN2c2ccccc2)c1O	-4.7
CC(C)(C)C(=O)OCCN1C(=O)c2cccc3c(N4CCCCC4)ccc(c23)C1=O	-34.9
CCC(C)NC(=O)COc1ccc(C(C)(C)c2ccccc2)cc1 (configuration not stated)	0.3
O=C(C[n+]1ccn2cccc2c1-c1ccccc1)c1ccccc1	-3.4
Cc1ccc([N+](=O)[O-])cc1N=Cc1ccc([N+](=O)[O-])o1	9.1
COc1ccc(C2Nc3ccccc3NC3=C2C(=O)CC(C)(C)C3)c(OC)c1 (configuration not stated)	11.0
CCCCNS(=O)(=O)c1ccc(OC)c2ncccc12	1.2
CN1CCN(CC(=O)Nc2nc(-c3ccccc3)cs2)CC1	-6.7
CCc1ccc(NC(=O)c2ccc(OC(C)=O)cc2)cc1	3.0
CCOC(=O)c1sc(NC(=O)c2ccncc2)nc1C	-12.5
Cc1cccc2sc(NC(=O)Cn3cccc3)nc12	-10.0
Cn1cnc2cc(NCc3ccccc3Cl)ccc21	0.5
O=C(OCC(=O)N1CCN(c2ccccc2)CC1)C1=COCCO1	0.9
O=C1c2ccccc2-c2onc3c(N4CCOCC4)cc(Nc4ccccc4)c1c23	-240.6
COc1ccc(C(C(=O)NC2CCCCC2)N(C)C)cc1 (configuration not stated)	-54.2
CN1CCN(C(=O)c2ccccc2NC(=O)c2ccc([N+](=O)[O-])cc2)CC1	4.2
O=C1C=C(Nc2cccc([N+](=O)[O-])c2)C(=O)c2ccccc21	0.2
COc1ccc(-n2c(=O)cc(N3CCN(Cc4ccccc4)CC3)[nH]c2=O)cc1	4.7
CC1CCC(NC(=O)c2cc(-c3cccnc3)nc3ccccc23)CC1 (configuration not stated)	-2.0
COCCOC(=O)C1=C(C)NC(=O)NC1c1cccc(Oc2ccccc2)c1 (configuration not stated)	-0.9
COc1ccc(N2C(=O)CCC(C(=O)N3CCCCC3)C2c2ccc(OC)c(OC)c2)cc1 (configuration not stated)	3.9
NS(=O)(=O)c1ccc(CCNC2CC(=O)N(Cc3ccc(Cl)cc3)C2=O)cc1 (configuration not stated)	11.1
Cc1nnc(NC(=O)c2ccc(S(=O)(=O)N3CCCCCC3)cc2)o1	-5.8&-2.2
O=C(Nc1ccc2c(c1)OCCO2)C1CCCN(S(=O)(=O)c2cccs2)C1 (configuration not stated)	-6.8
CC(C)CN1C(=O)c2ccc(C(=O)Nc3c[nH]c(=O)[nH]c3=O)cc2C1=O	-1.7
CCOc1nc(OCC)nc(-n2cc(-c3ccccc3)nn2)n1	-2.0
CCn1c(=NC(=O)c2ccc(S(=O)(=O)N(C)c3ccccc3)cc2)sc2cc(F)ccc21	-11.6
Cc1ccc(NC(=O)CSc2nc3nc(C)c(Cc4ccccc4F)c(C)n3n2)cc1Cl	-8.7
COc1ccccc1N1CCN(C(=O)c2cccc(-n3c(=S)[nH]c4cc(Cl)ccc4c3=O)c2)CC1	-19.5
Cc1cc(NCCN2CCOCC2)n2nc(C)c(-c3ccc(Cl)cc3)c2n1	3.6
Cc1cccn2cc(-c3ccc(S(=O)(=O)N(C)C)cc3)nc12	-3.5
Cc1cc(=O)oc2ccc(OC(=O)c3ccc([N+](=O)[O-])cc3)cc12	-8.1
C=CCNC(=O)CN(c1ccccc1OC)S(C)(=O)=O	-4.8
O=C(CSc1ccccc1C(=O)O)Nc1ccccc1	-2.6
Oc1c(C(Nc2nccs2)c2cccnc2)ccc2cccnc12 (configuration not stated)	-41.1
Cc1ccc(C2=NN(CC(=O)NC3CCCCC3)C(=O)CC2)cc1	-2.2
O=C(c1cn(-c2ccccc2)nc1-c1ccc(Cl)s1)N1CCOCC1	6.3
Cc1cccn2c(=O)c3cc(C(=O)N4CCC(C(N)=O)CC4)sc3nc12	-2.3
CCOc1ccc(NC(=O)c2ccccc2C(=O)O)cc1	-5.6
CC(NC(=O)c1ccccc1OCC(=O)NC12CC3CC(CC(C3)C1)C2)c1ccccc1 (configuration not stated)	-12.7
Cc1nnc(NC2CCCCC2)[nH]c1=O	-13.7
O=C(Cn1c(C(=O)N2CCc3ccccc3C2)cc2sccc21)c1ccccc1	-8.4
Cc1cc(CNC(=O)c2cc(Br)ccc2Cl)nn1C	-3.8
COC(=O)c1ccc(C2C(C(=O)OCc3ccccc3)=C(C)N=C3SCCC(=O)N32)cc1 (configuration not stated)	-2.3
O=C(CSc1nccn1-c1ccc([N+](=O)[O-])cc1)NCc1ccco1	-1.6

# Next part
compound	14-3-3g Raf
Cc1c(C(=O)N(C)C)sc2c1c(=O)n(-c1ccc(Cl)cc1)c(=O)n2CC(=O)NCc1ccco1	-6.8
CC1(C(=O)O)C2C=CC3(CN(c4ccccc4)C(=O)C31)O2 (configuration not stated)	-0.3
CC1=C(C(=O)OCCc2ccccc2)C(c2ccc(C)s2)C2=C(CC(C)(C)CC2=O)N1 (configuration not stated)	3.8
O=C(NCCCN1CCOCC1)C1C2C=CC3(CN(Cc4cccs4)C(=O)C13)O2 (configuration not stated)	1.3
CCOC(=O)C1=CN(C)C=C(C(=O)OCC)C1c1cccc(OC)c1	2.5
O=C1c2cccnc2C(Nc2ccc(S(=O)(=O)N3CCCCCC3)cc2)N1Cc1ccccc1 (configuration not stated)	-4.5
Cc1cc(C)c(S(=O)(=O)Nc2ccc(Cl)c([N+](=O)[O-])c2)c(C)c1	2.1
N#CC1=C(N)Oc2c(oc(CO)cc2=O)C1c1ccsc1 (configuration not stated)	-3.8
C=C(C)c1cccc(C(C)(C)NC(=O)N2CCN(c3ncccn3)CC2)c1	6.3
CCN1CCN(C(=O)Cn2ncc3c2-c2ccccc2OC3)CC1	3.7
CC1=C(C(=O)OCCc2ccccc2)C(c2ccc3c(c2)OCO3)NC(=O)N1 (configuration not stated)	-1.7
O=C(Cn1c2ccccc2n2ncnc12)c1cccs1	-5.2
CN(C)CCC(=O)c1ccc(Cl)cc1	-4.3&8.3
Cn1c(C(=O)N2CCCC(C(=O)NCCN3CCOCC3)C2)cc2sccc21 (configuration not stated)	16.0
COc1ccc(-n2nc(C(=O)NCC(=O)N3CC(C)CC(C)C3)c3ccccc3c2=O)c(OC)c1 (configuration not stated)	-6.1
CCOC(=O)C1=C(C)NC2=C(C(=O)CC(C)(C)C2)C1c1coc2ccc(C)cc2c1=O (configuration not stated)	-2.2
COc1ccccc1Cn1c(SCc2cccc(F)c2)nc2ccccc2c1=O	-4.0
O=[N+]([O-])c1ccc(C=Cc2ccc3cccc(O)c3n2)cc1	-6.7
O=C(NCc1ccco1)c1ccccc1NC(=O)C1CC(=O)N(c2ccc(Cl)cc2)C1 (configuration not stated)	-1.7
CCC1SC2=NC(C)=C(C(=O)OCC(C)C)C(c3ccc(C(C)(C)C)cc3)N2C1=O (configuration not stated)	-4.3
O=C(CSc1nc2c([nH]c3ccccc32)c(=O)n1-c1ccccc1)N1CCN(c2ccccc2)CC1	-5.8
O=C(Nc1c(-c2cccs2)nc2ccccn12)c1cccc(F)c1	3.9
CC(=O)N1CCN(c2ccc(NCc3ccc(C)s3)cc2)CC1	2.2
Oc1ccc(Cl)cc1C1CC(c2ccc3c(c2)OCO3)=NC(c2ccccc2Cl)N1 (configuration not stated)	1.9
O=C(OCCO)c1cc(Cl)c(C(=O)OCCO)cc1Cl	-3.8
COc1ccc(CNC(=O)C(OC(C)=O)c2ccccn2)cc1 (configuration not stated)	1.4
COc1ccc(-n2nnc3c(=O)n(C/C=C/c4ccccc4)cnc32)cc1	-1.9
CC1(C)CCCC2=C1CC1C(=O)NN(c3ccccc3)C(=O)C1C2 (configuration not stated)	-3.5
CN1CCN(S(=O)(=O)c2ccc(NC(=O)C3CCCO3)cc2)CC1 (configuration not stated)	-7.0
COc1ccccc1CNC(=O)C1CCN(S(=O)(=O)c2ccc(C)cc2)CC1	-1.2
O=C(CCN1CCCCC1)Nc1ccc(Br)cc1	3.7
Cc1nnc(C)c2c(C)n(Cc3ccc4c(c3)OCO4)c(C)c12	-6.0
CC(C)=CC(=O)N1CCCc2ccccc21	0.5
O=C(CSc1nccn1-c1ccc(Cl)cc1)Nc1nc2ccccc2s1	-5.0
Cc1nn(-c2ccccc2)cc1/C=N/O	-7.9
O=C1C(=O)N(CCCN2CCOCC2)C(c2ccccc2)/C1=C(\O)c1ccccc1 (configuration not stated)	-1.0
COc1ccc(NC(=O)c2cc(-c3ccc(Cl)cc3)on2)cc1	-24.4
CC1CCN(c2nc3c(c(=O)n(C)c(=O)n3C)n2Cc2cccc(Br)c2)CC1	1.6
Cc1onc(-c2ccccc2)c1C(N)=O	-6.1
C#CCOc1ccc(C2C3=C(CCCC3=O)NC3=C2C(=O)CCC3)cc1	-8.2
Cc1ccc(S(=O)(=O)N2CCOCC(=O)NCCOCCNC(=O)COCC2)cc1	1.4
Cc1ccc(OCCNC(=O)C(=O)NCc2ccco2)cc1	6.4
O=C(COc1ccc(S(=O)(=O)N2CCc3ccccc32)cc1Cl)NCc1ccccn1	-0.2
O=C1C(Cl)=C(Cl)C(=O)N1CCOCCN1C(=O)C(Cl)=C(Cl)C1=O	0.7
O=C(NCCN1C(=O)C2C3C=CC(C3)C2C1=O)Nc1ccccc1O (configuration not stated)	-2.6
O=C(Nc1cccc(OC(=O)c2cc(S(=O)(=O)N3CCOCC3)ccc2Cl)c1)c1ccccc1	-6.9
O=C(Cn1nc(-c2ccccc2)ccc1=O)NCCN1CCN(c2ccccc2F)CC1	4.2
CCOc1c(C)cc2[nH]c(CCC(=O)O)nc2c1C	1.7
C=CCn1nnc2sc3c(c2c1=O)CCC(C)C3 (configuration not stated)	-11.6
O=C(Oc1ccc(Cl)c2cccnc12)N1CCCCC1	-7.4
COc1ccc(N2C(=O)C3C4c5ccccc5C(c5ccccc54)C3C2=O)cc1 (configuration not stated)	-1.9
CC(C)C(c1nnnn1Cc1ccc(F)cc1)N1CCN(Cc2ccc3c(c2)OCO3)CC1 (configuration not stated)	-1.6
CCOC(=O)CN1C(=O)C(O)(CC(=O)c2cccc(N)c2)c2ccccc21 (configuration not stated)	8.8
CCOC(=O)Cc1csc(NC(=O)c2ccc(S(=O)(=O)N3CCCC3)cc2)n1	2.6
O=C(COC(=O)c1cc(=O)[nH]c2ccccc12)NC(=O)NC1CCCCC1	-3.7
CC1=C(C(=O)OCCc2ccccc2)C(c2ccc(C)o2)C2=C(CC(C)(C)CC2=O)N1 (configuration not stated)	0.3

# Carrying on.
compound	14-3-3g Raf
Cc1nc2ccc(S(=O)(=O)N(C)CC(=O)N3CCc4ccccc4C3)cc2s1	-7.1
CC(=O)c1cc(C#N)c(SCC(=O)C(C)(C)C)nc1C	-4.8&-15.6
Cc1nnc(NC(=O)CSc2nc3c(c(=O)n2-c2ccccc2)SCC3)s1	-10.8
O=c1oc2ccc3ccccc3c2cc1-c1csc(-c2cc3cc([N+](=O)[O-])ccc3oc2=O)n1	-50.1
Cc1ccc(C(=O)Nc2nncs2)cc1S(=O)(=O)N1CCOCC1	-6.1
CCCCCCc1ccc(C(=O)Nc2cccc(C)c2)cc1	-7.0
Cc1sc2ncn(CC(=O)NCC(=O)NC3CCCCCC3)c(=O)c2c1C	0.7
Cc1ccc2c(CSc3nnc(C4CC4)n3N)cc(=O)oc2c1C	-7.4
CC1=C(C(=O)OCCOc2ccccc2)C(c2cccs2)C2=C(CC(C)(C)CC2=O)N1 (configuration not stated)	-5.4
COC(=O)C(C)Sc1nc2c(c(=O)[nH]c(=O)n2C)n1CCCc1ccccc1 (configuration not stated)	-1.6&-5.5
COc1cc(-c2nnc(CSc3nnc4nc(C)cc(C)n34)o2)cc(OC)c1OC	-3.5
COc1cc2c(C(=O)Nc3cccc(C(F)(F)F)c3)cn(CC(C)C)c(=O)c2cc1OC	-7.9
CCCCN(C)C(=O)C1c2cc(OC)c(OC)cc2C(=O)N(C)C1c1cccnc1 (configuration not stated)	-1.3
COc1ccc(C(=O)N2CCN(c3nnnn3-c3ccccc3)CC2)cc1OC	4.3
CCOC(=O)c1cc(-c2ccccc2)n(CCC(=O)O)c1C	-12.1
COc1ccc(Nc2cc(C)nc(N3CCOCC3)n2)cc1	2.6
